# From PubChem BioAssay
# 3T3 cytotox – NIH 3T3 cell cytotoxicity. 94,000 tested, 4.3% active. NIH 3T3 viability, CellTiter-Glo ATP luminescence, 48-72 h. Potency, µM (titrated, usually from 96.7 µM), for the others: at the top dose activity change, negative = cytotoxicity, most hits filed as inhibitors; further: potency means the concentration at half of the fitted maximal effect; nearly all actives have a fitted effect of over 55% in size
#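 Luminescent ATP readout (CellTiter-Glo, 10 min RT) after 48 or 72 hr compound exposure of NIH 3T3 cells seeded at 400 cells/well in 1536-well format; quantitative HTS.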
# IP6K1 inhibitor – IP6K1 kinase inhibition; Q92551; IP6K1 kinase, ADP-Glo luminescence, 2 h; hits give low values; activity change, % (series mostly up to about 58 µM); 140,000 tested, 0.81% active; in the data active means activity change below about -25%
# Target sequence (Q92551 whole entry, looked up): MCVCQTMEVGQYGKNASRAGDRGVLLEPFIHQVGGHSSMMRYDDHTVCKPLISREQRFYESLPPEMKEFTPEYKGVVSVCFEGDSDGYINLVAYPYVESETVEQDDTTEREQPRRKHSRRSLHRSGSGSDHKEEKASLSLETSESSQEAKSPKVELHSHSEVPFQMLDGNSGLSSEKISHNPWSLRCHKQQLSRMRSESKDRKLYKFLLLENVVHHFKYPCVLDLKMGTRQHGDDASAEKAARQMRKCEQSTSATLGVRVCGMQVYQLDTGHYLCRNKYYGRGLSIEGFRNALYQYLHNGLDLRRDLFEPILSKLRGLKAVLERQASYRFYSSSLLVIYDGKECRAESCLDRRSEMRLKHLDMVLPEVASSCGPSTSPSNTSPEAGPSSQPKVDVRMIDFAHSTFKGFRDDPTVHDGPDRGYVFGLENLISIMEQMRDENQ
#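 ADP-Glo luminescence measures ADP made by human IP6K1 during a 2 h RT reaction with ATP/IP6 (mix at 1.3 mM/130 uM); top library doses 57.5 and 19.1 uM final.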
# SNCA expr inh – SNCA gene expression inhibition; 140,000 tested, 0.17% active; Potency, µM (top dose mostly 57.2 µM), for the others: top-dose activity change, negative = inhibition, usual class: inhibitors; HEK-293 SNCA-luciferase knock-in, luminescence, 24 h;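 further: potency means the concentration at half of the fitted maximal effect; plate controls were DMSO cells for no effect and cell-free wells for full effect; nearly all actives have a fitted effect of over 45% in size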
# GPT2 inhibitor – blocks human glutamate pyruvate transaminase 2. Q8TD30. Recombinant GPT2, coupled pyruvate oxidase/HRP Amplex Red fluorescence. Potency, µM (doses to about 57.7 µM), for inactives: at the highest dose activity change, negative = inhibition, most hits filed as inhibitors. 100,000 tested, 0.25% active. AID 1671188; further: potency means the concentration at half of the fitted maximal effect; nearly all actives have a fitted effect of over 60% in size; many of its hits are not listed in these tables
# Target sequence (Q8TD30 whole entry, looked up): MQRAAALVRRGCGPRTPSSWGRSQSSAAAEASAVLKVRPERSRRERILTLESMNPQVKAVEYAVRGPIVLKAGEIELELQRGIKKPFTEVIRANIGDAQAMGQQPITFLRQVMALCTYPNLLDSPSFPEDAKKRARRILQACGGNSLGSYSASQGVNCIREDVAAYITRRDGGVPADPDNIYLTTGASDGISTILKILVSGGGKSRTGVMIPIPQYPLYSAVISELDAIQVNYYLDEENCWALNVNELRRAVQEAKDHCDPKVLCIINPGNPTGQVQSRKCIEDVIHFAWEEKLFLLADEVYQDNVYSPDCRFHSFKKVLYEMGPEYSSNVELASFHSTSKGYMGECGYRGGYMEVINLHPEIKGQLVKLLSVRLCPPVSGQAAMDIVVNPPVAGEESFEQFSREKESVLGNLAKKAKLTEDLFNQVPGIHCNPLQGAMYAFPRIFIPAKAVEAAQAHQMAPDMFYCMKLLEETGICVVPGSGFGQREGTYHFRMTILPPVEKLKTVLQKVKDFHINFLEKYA
#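 Fluorescence read-out: pyruvate from GPT2 turnover coupled to pyruvate oxidase, HRP and Amplex Red (0.2mM ThPP, 0.2U/mL PO and HRP, 50uM Amplex final). Substrates 250uM a-KG, 2mM L-alanine; enzyme 10ng/uL; 30 min RT.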
# HEK cytotox – HEK 293 cell cytotoxicity; HEK 293 viability, ATP luminescence (CellTiter-Glo), 48-72 h; AID 1345083; 94,000 tested, 6.6% active; Potency, µM (highest dose often 115 µM), without a hit: at the top dose activity change, negative = cytotoxicity, actives largely listed as inhibitors; further: potency means the concentration at half of the fitted maximal effect; nearly all actives have a fitted effect of over 60% in size
#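 HEK 293 cells at 250 cells/well were exposed to compounds by pintool transfer for 48 or 72 hr at 37 degree Celsius, 5% CO2. Viability was read as ATP-coupled luminescence with CellTiter-Glo after 10 min at room temperature.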
# HEK293 viab – reduces viability of HEK-293 SNCA reporter cells; HEK-293-SNCA-luc viability, GF-AFC fluorescence, 24 h; Potency, µM (top dose mostly 57.1 µM), without a hit: at the top dose activity change, negative = cytotoxicity, most hits filed as cytotoxic; 150,000 tested, 0.12% active;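 further: potency means the concentration at half of the fitted maximal effect; 0% = DMSO-treated cells and -100% = medium-only wells without cells; nearly all actives have a fitted effect of over 30% in size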
#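 HEK-293-SNCA-luc cells (1500/well) plated 24 h, then exposed 24 h to a dilution series; GF-AFC added 30 min at 37C, fluorescence 405/540 nm; normalised to medium-only and DMSO wells, Hill fit.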
# FLuc inh – inhibitors of firefly (Photinus pyralis) luciferase | purified P. pyralis luciferase, luminescence, biochemical | Potency, µM (doses to about 115 µM), for the others: top-dose activity change, negative = inhibition, usual class: inhibitors | 76,000 tested, 2.5% active | AID 1347043; further: potency means the concentration at half of the fitted maximal effect; nearly all actives have a fitted effect of over 65% in size
#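 Cell-free enzyme assay, 10nM P. pyralis luciferase, luciferin and ATP each at 10uM. Inhibition profiled over a 6-point titration, read as luminescence.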
# An asterisk follows results filed as active; i = inactive; u = inconclusive; x = not tested or not shown; & = joins results of further samples; [ ] = dose if it differs, or a comment. Unless noted, the call rests on the fitted dose curve; in most records, active means well fitted curve in the direction sought with a large enough effect; inconclusive means small, poorly fitted or top-dose-only effect, or another doubt; inactive means no such curve, though single readings can be large; an effect the other way counts as inactive or inconclusive. Unless noted, on the % scale 0 is the no-effect control and ±100 the full control effect. Only part of the results is shown. The share of hits here may be higher or lower than overall.
SMILES,3T3 cytotox,IP6K1 inhibitor,SNCA expr inh,GPT2 inhibitor,HEK cytotox,HEK293 viab,FLuc inh
O=C(c1cc(F)ccc1F)N1CCC2(CC1)NC(=O)N(Cc1ccc(F)cc1)C2=O,u,-5,8%,i,u,0%,-3%
COc1ccc(Cn2c(C(C)NC(=O)OCc3ccccc3)nc3cccnc32)cc1 (stereo not given),-21%&-1%,20&-5,-10%&0%,2%,-26%&-28%,-11%&-7%,-25%
Cc1c(C(=O)N2CCC(C)CC2)c(S(=O)(=O)NCc2ccccc2)c(C)n1C,x,-3,-4%,x,x,-21%,x
CCN(CC)c1ccc2cc(-c3nc(-c4cccs4)no3)c(=O)oc2c1,x,2,-85%,x,x,u,x
CC(C)Cc1nc(CN(C)C(=O)C2CCOc3ccccc3C2)no1 (stereo not given),-21%,-6,4%,i,-12%,7%,-15%
COC(=O)c1cc(NC(=O)c2sc3ncn(Cc4cccc(F)c4)c(=O)c3c2C)cc(C(=O)OC)c1,x,-9,16%,x,x,4%,x
CCc1ccccc1NC(=O)c1ccc2c(c1)N(Cc1cc(C)ccc1C)C(=O)c1ccccc1S2(=O)=O,x,3,-24%,x,x,-6%,x
COc1ccc(C(=O)NC2CCCN(c3ccc4nnc(C)n4n3)C2)cc1 (stereo not given),u,-2,x,x,u,x,x
CC(=O)N1CCN(C(=O)c2cc(C(C)(C)C)nc3c2cnn3C)CC1,-16%,-2,-6%,i,i,1%,x
COc1ccc(-c2noc(Nc3cc(C)cc(C)c3)n2)cc1,u,-3,85%[activator],i,u,-5%,u
Cc1oc2ccc(O)c(CN3CCN(Cc4ccccc4)CC3)c2c1C(=O)Nc1cccc(Cl)c1C,x,21,-20%,x,x,4%,x
CC1(C)OC(=O)N(CC(=O)N2CCC(Cc3noc(C4CC4)n3)CC2)C1=O,-16%,5,-12%,0%,-25%,1%,8%
Cc1ccc(-c2nc(C(=O)N3CCN(c4cccc(C)c4)CC3)no2)cc1,u,-11,6%,i,u,-7%,18µM*
COC(=O)[C@@H]1Cc2c([nH]c3ccccc23)[C@H]2C[C@@H](NCCCn3ccnc3)C[C@@H](c3ccccc3F)N21,7.1µM*,10,-13%,i,u,-21%,-19%
CC(=O)c1ccc(NC(=O)O[C@@H]2CO[C@H]3[C@@H]2OC[C@@H]3n2cc(-c3ccccc3)nn2)cc1,-12%[174 µM],-8,66%[activator][87.6 µM],i,-3%[172 µM],0%[87.6 µM],-11%[172 µM]
Cc1nc(C(C)C)cc(N2CCN(c3ccccc3O)CC2)n1,u,14,u,i,u,-12%,5%
Cc1ccccc1NC(=O)c1cnc2c(c1)N(C(=O)Cc1ccc(C(C)C)cc1)CCC2,89µM*,11,-19%[87.6 µM],-5%[88.5 µM],100µM*,-24%[87.6 µM],-11%[172 µM]
CN1C[C@@H](NC(=O)COc2ccccc2)C[C@H]1c1nc(-c2ccc3c(c2)OCO3)no1,-28%[174 µM],7,9%[87.6 µM],1%[88.5 µM],100µM*,-30%[87.6 µM],-2%[172 µM]
CC(=O)N1CCC(N2CCC[C@H]2c2nc(-c3ccc(-n4ccnc4)nc3)no2)CC1,-6%[174 µM],9,26%[87.6 µM],u,2%[172 µM],2%[87.6 µM],-7%[172 µM]
CC(C)N1CCN(C(=O)CN2C(=O)C(Oc3ccc(F)cc3)C23CCCCC3)CC1 (stereo not given),-34%,1,-17%,i,-24%,-3%,x
O=C(NCc1ccc(F)cc1)C1COC2(CCN(C(=O)c3ccco3)CC2)N1C(=O)c1ccccc1 (stereo not given),0%,-6,4%,-5%,-1%,-9%,5%
c1ccc(-c2nc3ncccc3[nH]2)cc1,-29%&-1%[174 µM],9&3,63%&32%[activator][87.6 µM],-4%&1%[88.5 µM],u,-8%&-20%[87.6 µM],u
COc1ccc(Nc2cc(C)c3cc(NC(=O)c4ccccc4Cl)ccc3n2)cc1,x,30,-2%,x,x,-14%,x
COc1ccc(S(=O)(=O)N2CCC(n3cnnc3-c3ccccc3)CC2)cc1Cl,u,-15,-9%,i,u,12%,6%
Cc1cccc(NC(=O)c2ccc(F)c(S(=O)(=O)N(C)C3CCCCC3)c2)c1,x,9,u,x,x,-13%,x

# Eleven structures already listed, ordered by SMILES length, largest number first.
SMILES,3T3 cytotox,IP6K1 inhibitor,SNCA expr inh,GPT2 inhibitor,HEK cytotox,HEK293 viab,FLuc inh
COC(=O)[C@@H]1Cc2c([nH]c3ccccc23)[C@H]2C[C@@H](NCCCn3ccnc3)C[C@@H](c3ccccc3F)N21,7.1µM*,10,-13%,i,u,-21%,-19%
CN1C[C@@H](NC(=O)COc2ccccc2)C[C@H]1c1nc(-c2ccc3c(c2)OCO3)no1,-28%[174 µM],7,9%[87.6 µM],1%[88.5 µM],100µM*,-30%[87.6 µM],-2%[172 µM]
O=C(c1cc(F)ccc1F)N1CCC2(CC1)NC(=O)N(Cc1ccc(F)cc1)C2=O,u,-5,8%,i,u,0%,-3%
CC(C)N1CCN(C(=O)CN2C(=O)C(Oc3ccc(F)cc3)C23CCCCC3)CC1 (stereo not given),-34%,1,-17%,i,-24%,-3%,x
Cc1c(C(=O)N2CCC(C)CC2)c(S(=O)(=O)NCc2ccccc2)c(C)n1C,x,-3,-4%,x,x,-21%,x
COc1ccc(S(=O)(=O)N2CCC(n3cnnc3-c3ccccc3)CC2)cc1Cl,u,-15,-9%,i,u,12%,6%
COc1ccc(Cn2c(C(C)NC(=O)OCc3ccccc3)nc3cccnc32)cc1 (stereo not given),-21%&-1%,20&-5,-10%&0%,2%,-26%&-28%,-11%&-7%,-25%
CC(=O)N1CCN(C(=O)c2cc(C(C)(C)C)nc3c2cnn3C)CC1,-16%,-2,-6%,i,i,1%,x
CC(C)Cc1nc(CN(C)C(=O)C2CCOc3ccccc3C2)no1 (stereo not given),-21%,-6,4%,i,-12%,7%,-15%
Cc1nc(C(C)C)cc(N2CCN(c3ccccc3O)CC2)n1,u,14,u,i,u,-12%,5%
c1ccc(-c2nc3ncccc3[nH]2)cc1,-29%&-1%[174 µM],9&3,63%&32%[activator][87.6 µM],-4%&1%[88.5 µM],u,-8%&-20%[87.6 µM],u

# Going on with the list.
SMILES,3T3 cytotox,IP6K1 inhibitor,SNCA expr inh,GPT2 inhibitor,HEK cytotox,HEK293 viab,FLuc inh
CCOc1ccc(CCNC(=O)CN2CCN(Cc3ccc(Cl)cc3)C2=O)cc1OCC,x,-6,-4%,x,x,-5%,x
COc1cccc(C(=O)N2CCC3(CCNCC3)CC2)c1C,1%,-5,34%[activator],-16%,u,-25%,-6%
CCN(CC)CCCCNc1nc2cc(Cl)c(Cl)cc2nc1-c1ccc(-c2cccs2)s1,x,x,-18%,i,x,u,x
CC1=C[C@@H](CNCc2ccc(C#N)cc2)[C@H](C(C)C)C[C@H]1Cc1nnc(C(C)(C)C)o1,u,1,u,u,u,u,-13%[172 µM]
COc1ccc(-c2onc(C)c2C(=O)NCc2cccc(OC)c2)cc1,-29%,17,-1%,i,u,-7%,-1%
CC(=O)N1CCC(C(=O)N2CCCCCCNC(=O)[C@@H]3CCCC[C@@H]32)CC1,u,-11,9%,3%,-8%,0%,2%
Cc1ccc(-c2nc(C(=O)NCc3cc(F)cc(F)c3)no2)cc1,u,-2,u,i,32µM*,-15%,9%
COc1ccc(N2CC(C(=O)NCCN3CCOC3=O)CC2=O)cc1Cl (stereo not given),-1%,13,-11%,-8%,-18%,3%,0%
CCc1nc2c(c(-c3ccc(OC)cc3)n1)CCN(Cc1ccc(C(F)(F)F)cc1)CC2,u,-10,1%,2%,u,-4%,x
CC1CCC(NC(=O)c2cc3n(n2)CC(c2ccc(Cl)cc2)OC3)CC1 (stereo not given),u,-6,-4%,-9%,u,8%,-20%
O=C1CC(c2nc(-c3cccc(Cl)c3)no2)CN1c1ccc2c(c1)OCCO2 (stereo not given),x,25,16%,x,x,3%,x
Cc1cnn(Cc2c(C(=O)N3C[C@@H](C(N)=O)[C@H](c4nc(C)no4)C3)noc2C)c1,2%,17,7%,i,i,3%,4%
Cc1cc(C)cc(-c2ccc(CN3CCCC(NC(=O)C(C)C)C3)cc2)c1 (stereo not given),-22%,3,-6%,i,-35%,0%,x
O=C(Nc1ccc2oc(-c3cc(Br)ccc3Cl)nc2c1)c1ccc2ccccc2c1,x,7,3%,x,x,1%,x
Cc1noc(C)c1CC(=O)NCCc1noc(-c2ccccc2)n1,-23%,17,-4%,i,-7%,0%,-10%
O=[S+]1([O-])NCC2(CCCN(CC3CC3)C2)Nc2ccccc21 (stereo not given),-25%[138 µM],19,12%[87.6 µM],-10%[88.5 µM],-27%[172 µM],-5%[87.6 µM],0%[172 µM]
Cc1nc2ccc(C(=O)N3C[C@@H]4CCN(C)C[C@]4(C(=O)O)C3)cc2s1,-8%,37,u,u,0%,2%,10%
COc1ccc(-c2noc(NCCN(C)C3CCCCC3)n2)cc1,-15%,4,-9%,i,u,-13%,4%
CCOc1ccccc1C(=O)N1CC[C@@H]2CN(S(C)(=O)=O)[C@@H]2C1,-4%,23,u,-12%,-2%,8%[12.5 µM],-5%
CCc1ccc(C(=O)c2cn(CC(=O)Nc3ccc4c(c3)OCO4)c3ccc(CC)cc3c2=O)cc1,x,-10,u,x,x,15%,x
CC(C)(Oc1ccc(Cl)cc1)C(=O)OCCCOC(=O)C(C)(C)Oc1ccc(Cl)cc1,x,0,-8%[25.6 µM],1%,x,16%[23.9 µM],x
COc1cccc(CNc2ncnc3c2nnn3C)c1,x,-13,u,x,x,-8%,x
CCOC(=O)N1CCC(COc2ccc3c(cnn3CCC(=O)O)c2)CC1,u,-4,3%[87.6 µM],i,i,1%[87.6 µM],u
COc1ccccc1C(=O)NC1CCN(c2ccc3nnc(-c4ccccc4)n3n2)C1 (stereo not given),u,-1,x,x,u,x,x
CCc1ccc(-n2nc(CO)c(C(=O)NCCCc3ccccc3)n2)cc1,x,16,30%,x,x,40%,x
COCCNC(=O)[C@@H]1Cc2cn(Cc3nccn3C)c3cccc(c23)[C@H](CC(C)C)N1,-22%[174 µM],16,u,3%[88.5 µM],40µM*,-19%[87.6 µM],0%[172 µM]
COc1ccc(CN2C(=O)O[C@@H]3CN(Cc4cnc(C)[nH]4)C[C@@H]32)cc1OC,i,-11,2%,-2%,0%,12%,-2%
